ELG1 genotoxic – qHTS screen for small molecules that induce genotoxicity in human embryonic kidney (HEK293T) cells expressing luciferase-tagged ELG1; HEK293T ELG1-luciferase reporter, luminescence, 16 h; Potency, µM (highest dose often 46 µM), for inactives: top-dose activity change, positive = activation, actives largely listed as activators; 330,000 compounds, 1.3% hits; note: potency is the fitted concentration of half-maximal effect; % of control where 0% means no effect; nearly all actives have a fitted effect of over 60% in size
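Genotoxicity was scored as increased ELG1-luciferase reporter signal, measured by ONE-Glo luminescence (30 min, room temperature). Compound or vehicle exposure of the HEK293T reporter cells lasted 16 hr at 37°C.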
p53 reactivation – qHTS assay for re-activators of p53 using a Luc reporter. Potency, µM (series often up to 92.2 µM), for the others: at the top dose activity change, positive = activation, hits mostly activators. H1299 p53-A138V BP100-luciferase reporter, luminescence, 24 h. 320,000 compounds, 0.063% hits. AID 504706, 2011; note: potency is the fitted concentration of half-maximal effect; % of control where 0% means no effect; nearly all actives have a fitted effect of over 45% in size
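H1299 (p53-null), stable ts p53-A138V + BP100-Luc; 1000 cells/well, Opti-MEM/10% FBS; cpd 4 pt, 1:5; 24 h, 37 deg C, 5% CO2; detection reagent 10 min RT; luminescence.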
TSG101-PTAP inh – qHTS Assay for Iinhibitors of HIV-1 Budding by Blocking the Interaction of PTAP/TSG101. 340,000 tested, under 10 active. Tumor susceptibility gene 101 protein (Homo sapiens), Q99816. AID 493005, 2010. Potency, µM (doses to about 115 µM), for inactives: at the top dose activity change, negative = inhibition, actives largely listed as inhibitors. Fluorescence polarization, FITC-PTAP peptide / Tsg101 binding; active = well fitted inhibition curve with a large enough effect in the main read-out, with a control signal flat, not every such curve was filed as active; inconclusive = small, poorly fitted or top-dose-only effect, or effect the other way, or a change in a side signal; inactive = no such curve, though single readings can be large or run the other way; note: potency is the fitted concentration of half-maximal effect; % of control where 0% means no effect
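FP read-out: FITC-PTAP peptide, 50 nM final, binding Tsg101 binding domain, 10 uM final; 20 min, r.t.; 10 mM HEPES pH 7.5, 0.15 M NaCl, 0.01% Tween 20, 3 mM EDTA, 0.1 mM TCEP.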
Eya2 phos inh – qHTS Assay for Inhibitors of the Phosphatase Activity of Eya2; recombinant Eya2, OMFP fluorescence dephosphorylation (OMFP is methylfluorescein phosphate); 330,000 compounds, 0.006% hits; Potency, µM (highest dose often 76.9 µM), for inactives: top-dose activity, negative = inhibition, actives largely listed as inhibitors; AID 488837, 2010; Protein phosphatase EYA2 (Homo sapiens), O00167; note: potency is the fitted concentration of half-maximal effect; % is set by controls: 0 for no effect and ±100 for the full control effect
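Eya2 protein (added as 0.2 uM solution) was preincubated with compound for 10 min at ambient temperature in 50 mM HEPES pH 7.5, 50 mM NaCl, 5 uM MgCl2, 0.05% BSA, 1 mM DTT. OMFP (added at 50 uM) then reacted 10 min; fluorescence read at 485/525 nm.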
BRCA1 expr up – qHTS Assay to Identify Small Molecule Activators of BRCA1 Expression | Potency, µM (doses to about 46.1 µM), inactives show at the top dose activation, most hits filed as activators | 380,000 compounds, 1.1% hits | MCF7-BRCA1-FFLuc reporter, luminescence, 48 h; response scale: scaled: vehicle 0%, 10 µM genistein 100%; note: potency is the fitted concentration of half-maximal effect; nearly all actives have a fitted effect of over 80% in size; some results filed as inactive show a strong effect at the top dose
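MCF7 cells carrying a BRCA1-firefly luciferase reporter (2000 cells/well, phenol-red free MEM) were attached for 2 h at 37 °C, then given compounds for 48 h. Luminescence was read 15 min after luciferase reagent; activity normalized to genistein (10 microM) and DMSO.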
B2AR arrestin – qHTS assay of beta-arrestin-biased ligands of beta2-adrenergic receptor | Beta-2 adrenergic receptor (Homo sapiens), P07550 | beta-arrestin recruitment to beta2AR, cell-based reporter | Potency, µM (top dose mostly 46.1 µM), for the others: at the highest dose activation, most hits filed as activators | 330,000 compounds, 0.02% hits | AID 492947, 2010;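 note: potency is the fitted concentration of half-maximal effect; 0% = DMSO controls and full agonism = EC100 isoproterenol or metaproterenol; nearly all actives have a fitted effect of over 65% in size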
Target sequence (P07550 whole entry, looked up): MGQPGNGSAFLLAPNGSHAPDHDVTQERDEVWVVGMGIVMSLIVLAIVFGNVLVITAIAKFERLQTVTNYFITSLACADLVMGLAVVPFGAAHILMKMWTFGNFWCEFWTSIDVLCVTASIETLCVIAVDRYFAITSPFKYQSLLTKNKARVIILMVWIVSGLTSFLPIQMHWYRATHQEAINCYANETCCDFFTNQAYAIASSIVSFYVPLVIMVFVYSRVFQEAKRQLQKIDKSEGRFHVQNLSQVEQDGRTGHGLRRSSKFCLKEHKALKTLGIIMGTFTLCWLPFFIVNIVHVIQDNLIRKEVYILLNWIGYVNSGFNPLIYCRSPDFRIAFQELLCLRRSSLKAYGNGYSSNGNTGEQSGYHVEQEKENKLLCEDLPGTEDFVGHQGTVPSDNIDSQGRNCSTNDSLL
USP2a inh – qHTS Assay for Inhibitors of Ubiquitin-specific Protease USP2a Using CHOP2 as the Reporter; Potency, µM (top dose mostly 38.3 µM), for inactives: at the highest dose activity change, negative = inhibition, actives largely listed as inhibitors; Ubiquitin carboxyl-terminal hydrolase 2 (Homo sapiens), O75604; AID 463254, 2010; 330,000 compounds, 0.01% hits; USP2 core, Ub-CHOP2 coupled fluorogenic reporter, 485/531;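 note: potency is the fitted concentration of half-maximal effect; plate controls were DMSO wells for no effect and full inhibition by NEM control for full effect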
Target sequence (O75604 whole entry, looked up): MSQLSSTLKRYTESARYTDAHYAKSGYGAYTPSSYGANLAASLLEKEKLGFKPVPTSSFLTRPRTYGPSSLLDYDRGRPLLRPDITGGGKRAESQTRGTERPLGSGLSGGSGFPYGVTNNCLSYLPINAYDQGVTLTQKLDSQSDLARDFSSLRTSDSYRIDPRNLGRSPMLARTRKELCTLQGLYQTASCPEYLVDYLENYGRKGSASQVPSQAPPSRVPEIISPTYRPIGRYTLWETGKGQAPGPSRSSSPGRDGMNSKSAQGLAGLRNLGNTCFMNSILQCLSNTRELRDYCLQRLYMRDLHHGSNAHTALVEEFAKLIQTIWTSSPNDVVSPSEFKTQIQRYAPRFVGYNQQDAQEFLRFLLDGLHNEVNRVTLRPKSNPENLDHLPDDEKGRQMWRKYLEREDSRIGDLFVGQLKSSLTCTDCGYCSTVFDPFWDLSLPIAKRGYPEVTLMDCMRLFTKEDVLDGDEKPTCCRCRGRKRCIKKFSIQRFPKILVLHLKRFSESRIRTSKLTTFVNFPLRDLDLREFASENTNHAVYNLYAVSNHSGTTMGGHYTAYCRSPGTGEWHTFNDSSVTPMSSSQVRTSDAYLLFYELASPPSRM
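USP2 core (10nM final) preincubated 30min RT with compound in 20mM Tris-HCl pH 8.0, 2mM CaCl2, 2mM beta-mercaptoethanol, 0.05% CHAPS; 25nM Ub-CHOP2 plus 25nM reporter substrate added, fluorescence (Ex485/Em531) read after 60min.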
uPA generation – qHTS for Inhibitors of Cell Surface uPA Generation | Potency, µM (top dose mostly 38.3 µM), for the others: at the highest dose activity change, negative = inhibition, usual class: inhibitors | 330,000 compounds, 0.31% hits | cell surface uPA generation assay, qHTS; active = well fitted inhibition curve with a large enough effect; inconclusive = small, poorly fitted or top-dose-only effect; inactive = no such curve, though single readings can be large or run the other way; tested in mouse RAW 264.7 cells; note: potency is the fitted concentration of half-maximal effect; % is set by controls: 0 for no effect and ±100 for the full control effect; nearly all actives have a fitted effect of over 55% in size
ASM inhibitor – Inhibitors of Secretory Acid Sphingomyelinase (S-ASM): qHTS; placental ASM, HMU-PC fluorogenic substrate, 60 min; Potency, µM (top dose mostly 57.5 µM), without a hit: at the highest dose activity change, negative = inhibition, hits mostly inhibitors; 340,000 compounds, 0.006% hits; note: potency is the fitted concentration of half-maximal effect
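qHTS format. ASM enzyme prepared from human placenta hydrolyses the fluorogenic substrate HMU-PC0 (9 uM final) over 60 min at 37 °C after a 10 min compound preincubation.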
TRPV1 ag – HTS Assay for Compounds that Act as Agonists of the Vanilloid Receptor 1. TRPV1-expressing cells, Fluo-8 calcium influx, agonist mode. 320,000 compounds, 0.19% hits. Transient receptor potential cation channel subfamily V member 1 (Homo sapiens), Q8NER1. activation, % at 8.33 µM. AID 540275, 2011; in the data active = activation above about 80%; inconclusive = between about 30% and that limit; note: 0% is about no effect
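Fluo-8 calcium influx in TRPV1-expressing cells, kinetic read (ex 480/em 520 nm). Compound added and read 3 min for agonist activity, followed by capsaicin at EC20 final and 2 min further read for enhancement.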
a7 integrin act – qHTS for Activators of Integrin-Mediated Alleviation for Muscular Dystrophy. alpha7betagal myoblasts, beta-gal FDG fluorescence, 48 h. Potency, µM (top dose mostly 38.3 µM), without a hit: at the top dose activation, usual class: activators. 350,000 compounds, 0.064% hits. AID 624291, 2012;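 note: potency is the fitted concentration of half-maximal effect; 100% = response of the positive control SU9516; nearly all actives have a fitted effect of over 60% in size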
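alpha7betagal+/- myoblasts (passage 13, 250/well) treated 48 h at 37C with compounds at 1:260 dilution of DMSO stock. Lysed, then beta-galactosidase activity read as FDG fluorescence (ex 480/em 540) after 30 min, with pre-read for autofluorescence.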
* = called active by the depositor; ? = inconclusive; . = not tested or not shown; [ ] = another dose, or the depositor's remark. Unless noted, calls come from the whole dose curve; as a rule, active = well fitted curve in the direction sought with a large enough effect; inconclusive = small, poorly fitted or top-dose-only effect, or another doubt; inactive = no such curve, though single readings can be large; an effect the other way counts as inactive or inconclusive.

molecule | ELG1 genotoxic | p53 reactivation | TSG101-PTAP inh | Eya2 phos inh | BRCA1 expr up | B2AR arrestin | USP2a inh | uPA generation | ASM inhibitor | TRPV1 ag | a7 integrin act
CC1CCCN(c2ccc(C(=O)OCC(=O)N3c4ccccc4Sc4ccccc43)cc2[N+](=O)[O-])C1 (configuration not stated) | 4.4% | 10.0% | -1.9% | -0.3% | -2.5% | -0.3% | -11.4% | 3.9% | -1.1% | 1.0 | -24.8%
C=CCN(c1ccc(C(=O)Nc2ccc(C)c(C)c2)cc1)S(C)(=O)=O | -0.8% | 5.4% | -1.3% | -3.5% | 12.7% | -0.5% | -1.0% | 3.0% | -1.0% | 25.6 | -2.7%
COc1ccc(-c2c(C)c3cc(O)ccc3oc2=O)cc1 | 7.8% | 8.6% | -1.8% | -7.5% | 0.0% | 0.0% | -1.9% | 6.4% | -1.6% | 0.6 | 17.5%
COc1ccccc1C(=O)OCC(=O)NC(C)CCc1ccccc1 (configuration not stated) | 0.9% | -1.6% | -4.0% | -2.9% | -15.2% | -0.8% | 5.9% | 3.6% | 0.3% | -1.4 | 16.5%
CC1CC(C)CN(C(=O)C2CCCN(S(=O)(=O)c3cnc[nH]3)C2)C1 (configuration not stated) | -4.5% | -7.1% | -3.1% | 8.5% | 0.0% | -0.4% | -1.9% | 0.0% | -0.4% | 1.7 | 0.0%
Cc1cc(C)c2c(n1)sc1c(=O)n(Cc3ccc(F)cc3)cnc12 | 8.5% | 1.0% | -3.0% | -5.0% | 8.6% | -0.7% | -0.4% | -5.8% | -4.4% | 0.6 | 12.2%
O=S(NCc1ccco1)C12CC3CC(CC(C3)C1)C2 (configuration not stated) | 1.2% | 16.4% | -1.9% | 9.3% | 7.1% | 0.1% | -1.0% | -8.5% | -0.4% | 5.4 | -51.1%[inhibitor]
O=C(NCCN1CCOCC1)Nc1ccc(Cl)cc1 | -5.3% | 12.3% | -1.1% | 9.6% | 33.6% | -0.1% | 0.0% | 3.4% | -0.8% | -2.4 | -12.4%
CCCSc1nnc(CN2CCOCC2)n1C | -0.8% | -1.5% | -2.6% | 3.7% | 33.3% | -0.1% | -0.6% | 4.7% | -1.1% | 0.6 | -5.5%
c1ccc(Cc2noc(CN3CCCN(C4Cc5ccccc5C4)CC3)n2)cc1 | -2.0% | 0.0% | -3.8% | 5.2% | -22.5% | -0.1% | 3.9% | -2.9% | 1.6% | 0.5 | -7.8%
COc1ccc(S(=O)(=O)NCCCCC(=O)O)cc1C(=O)O | 2.9% | -1.0% | -0.8% | 4.8% | 13.1% | 0.3% | 2.0% | -6.2% | 1.3% | 1.5 | 0.5%
O/N=C1\CCCc2c1nc(-c1ccccc1F)n2O | 1.7% | 0.5% | -0.7% | 10.5% | 5.1% | -0.3% | -0.6% | 6.6% | 4.2% | 7.7 | 30.5%
Cc1oc2cc(OCc3cnn(-c4ccccc4)c3)ccc2c(=O)c1Oc1ccccc1F | 1.2% | -2.3% | -0.6% | -1.6% | -28.3% | -0.6% | 3.6% | 4.4% | 0.0% | 1.3 | -11.8%
O=P(O)(C(O)c1ccccc1)C(O)c1ccccc1 (configuration not stated) | 2.1% | -2.2% | -9.8% | 13.0% | 10.8% | -0.3% | -0.2% | 2.7% | 0.4% | 3.9 | 0.2%
Cc1cc(=O)oc2cc(OCC(=O)N3CC(C)OC(C)C3)ccc12 (configuration not stated) | 5.1% | -4.1% | -3.4% | 7.0% | 13.1% | 0.1% | -0.7% | -4.3% | 7.6% | -3.3 | -58.3%[inhibitor]
CCOC(=O)C1=C(C)N(c2ccc(OC)cc2)C(=O)/C1=C\c1ccc(O)c(OCC)c1 | 5.1% | -9.1% | -2.5% | -4.7% | -25.4% | 14.4% | 2.2% | ? | ? | -0.3 | -36.3%
O=C(O)c1csc(-c2ccccc2)n1 | 0.0% | -2.6% | 1.7% | -11.1% | -0.2% | 0.0% | -0.6% | 4.3% | -0.6% | -2.0 | -8.4%
O=C(Nc1ccccc1Cl)N(Cc1nc2ccccc2c(=O)[nH]1)Cc1cccs1 | -1.1% | 3.8% | -13.9% | -12.8% | -42.5% | -0.5% | 3.2% | -5.8% | -1.2% | 3.2 | -25.8%
O=C(CNCc1cccs1)Nc1cc(S(=O)(=O)N2CCCC2)ccc1Cl | -2.1% | 2.9% | -1.2% | -1.8% | -2.7% | 0.3% | -3.4% | -13.7% | -2.4% | 22.5 | 5.5%
Cc1cc(C)c(S(C)(=O)=O)c(N(C)NC(=O)c2c(F)cccc2F)n1 | -0.2% | -3.3% | -5.2% | 0.2% | 0.2% | -0.7% | -0.9% | 3.2% | -2.1% | -2.0 | ?
C[C@H]1CN(S(=O)C(C)(C)C)[C@@H](CCO)/C1=C\c1ccccc1 (some centres not stated) | . | . | -0.9% | . | 17.2% | . | . | -4.7% | 3.7% | . | -3.4%
COP(=O)(OC)C(Nc1cc(Cl)cc(Cl)c1)c1cccc(O)c1 (configuration not stated) | 4.8% | 5.6% | -5.1% | 2.1% | -10.9% | -0.7% | 1.7% | -21.6% | 9.6% | -0.3 | 0.8%
CCCCn1c(NCc2ccccc2O)nc2ccccc21 | 15.9% | 0.2% | -0.9% | -27.0% | 29.8% | -0.1% | -0.6% | -9.9% | 0.4% | 3.3 | -9.6%
O=C(Cn1cccc1C(=O)c1ccccc1)NCCC1=CCCCC1 | 1.6% | -0.9% | -0.7% | -16.9% | -9.1% | 0.1% | -2.7% | 3.3% | 2.2% | ? | -6.5%
CCc1ccc(CN(C)Cc2nc(COc3ccccc3)no2)nc1 | -2.0% | -2.1% | -0.3% | 5.0% | -9.6% | -0.2% | 9.3% | -1.0% | -2.9% | 2.0 | 2.7%
COc1ccccc1C/C(N)=N/OC(=O)COc1ccc2ccccc2c1 | 0.2% | 6.9% | -3.9% | -9.2% | 67.2% | -0.4% | 3.4% | -9.4% | 3.3% | 1.1 | 0.8%
CCOC(=O)CCc1c(C)nc(SCCN2CCCC2)c(C#N)c1C | 2.6% | -0.8% | 1.8% | -0.4% | -23.7% | -0.1% | -2.3% | 4.8% | 4.3% | 3.4 | -3.2%
Fc1ccc2cc(-c3ccccc3)ncc2c1 | ? | ? | -3.3% | -17.6% | 53.2% | -2.6% | 4.4% | -8.8% | -0.5% | . | 12.1%
CC1CCN(C(=O)COC(=O)CCC(=O)c2ccc(F)cc2)CC1 | 0.2% | -0.3% | -0.6% | -15.3% | -31.9% | -1.0% | 5.1% | 2.2% | 3.6% | . | 20.2%
CCOc1ccc2nc3sc(C(=O)N4CCOCC4)c(N)c3cc2c1 | 2.3% | 6.3% | 1.1% | 4.4% | 111.3% | 0.3% | -1.3% | 1.9% | -11.7% | 13.2 | 1.4%
O=C(NCCc1ccccn1)c1cncc(Br)c1 | -4.5% | 22.6% | 2.6% | 4.2% | 15.8% | -0.2% | 0.9% | -0.9% | 0.6%[11.5 µM] | -1.1 | 38.9%
Cc1ccccc1NC(=S)NC(NC(=O)N(C)C)C(Cl)(Cl)Cl (configuration not stated) | -1.0% | -0.9% | 0.7% | -3.2% | 0.3% | -0.5% | -0.1% | . | -1.7% | 2.3 | 7.1%
Cc1cc(OC(C)C(=O)NCc2ccccn2)c2c(C)cc(=O)oc2c1 (configuration not stated) | 0.4% | -6.5% | -1.7% | -3.6% | -1.1% | -0.7% | 3.7% | 52.7%[activator] | 3.8% | -3.5 | 5.3%
COc1ccc(NC(=O)Nc2ccc3c(c2)CC(=O)N([C@H](C)CO)C[C@@H](C)[C@H](CN(C)C(=O)Nc2ccccc2)O3)cc1 | 4.3% | 2.4% | -2.8% | -6.3% | 11.2% | -1.0% | 0.8% | -3.8% | -14.3% | . | 15.5%
